Compound activity: PubChem BioAssay, Sanford-Burnham Center for Chemical Genomics
UBC13 polyUb: inhibitors of human UBC13 polyubiquitin chain formation; inhibition, % at 20 µM; hit rate 0.47% among 330,000; TR-FRET; in the data active = inhibition above about 45%, passing the limit was not always enough
Apaf-1 inh: human Apaf-1 inhibition; hit rate 0.71% among 330,000; inhibition, % at 20 µM; reconstituted apoptosome caspase-3 activity, DEVD-Rh110 fluorescence; AID 489030; O14727; active = inhibition of at least 40% at 20 µM;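 also: plate controls were DMSO wells for no effect and DEVD-CHO caspase inhibitor wells for full effect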
Target sequence (O14727 whole entry, looked up): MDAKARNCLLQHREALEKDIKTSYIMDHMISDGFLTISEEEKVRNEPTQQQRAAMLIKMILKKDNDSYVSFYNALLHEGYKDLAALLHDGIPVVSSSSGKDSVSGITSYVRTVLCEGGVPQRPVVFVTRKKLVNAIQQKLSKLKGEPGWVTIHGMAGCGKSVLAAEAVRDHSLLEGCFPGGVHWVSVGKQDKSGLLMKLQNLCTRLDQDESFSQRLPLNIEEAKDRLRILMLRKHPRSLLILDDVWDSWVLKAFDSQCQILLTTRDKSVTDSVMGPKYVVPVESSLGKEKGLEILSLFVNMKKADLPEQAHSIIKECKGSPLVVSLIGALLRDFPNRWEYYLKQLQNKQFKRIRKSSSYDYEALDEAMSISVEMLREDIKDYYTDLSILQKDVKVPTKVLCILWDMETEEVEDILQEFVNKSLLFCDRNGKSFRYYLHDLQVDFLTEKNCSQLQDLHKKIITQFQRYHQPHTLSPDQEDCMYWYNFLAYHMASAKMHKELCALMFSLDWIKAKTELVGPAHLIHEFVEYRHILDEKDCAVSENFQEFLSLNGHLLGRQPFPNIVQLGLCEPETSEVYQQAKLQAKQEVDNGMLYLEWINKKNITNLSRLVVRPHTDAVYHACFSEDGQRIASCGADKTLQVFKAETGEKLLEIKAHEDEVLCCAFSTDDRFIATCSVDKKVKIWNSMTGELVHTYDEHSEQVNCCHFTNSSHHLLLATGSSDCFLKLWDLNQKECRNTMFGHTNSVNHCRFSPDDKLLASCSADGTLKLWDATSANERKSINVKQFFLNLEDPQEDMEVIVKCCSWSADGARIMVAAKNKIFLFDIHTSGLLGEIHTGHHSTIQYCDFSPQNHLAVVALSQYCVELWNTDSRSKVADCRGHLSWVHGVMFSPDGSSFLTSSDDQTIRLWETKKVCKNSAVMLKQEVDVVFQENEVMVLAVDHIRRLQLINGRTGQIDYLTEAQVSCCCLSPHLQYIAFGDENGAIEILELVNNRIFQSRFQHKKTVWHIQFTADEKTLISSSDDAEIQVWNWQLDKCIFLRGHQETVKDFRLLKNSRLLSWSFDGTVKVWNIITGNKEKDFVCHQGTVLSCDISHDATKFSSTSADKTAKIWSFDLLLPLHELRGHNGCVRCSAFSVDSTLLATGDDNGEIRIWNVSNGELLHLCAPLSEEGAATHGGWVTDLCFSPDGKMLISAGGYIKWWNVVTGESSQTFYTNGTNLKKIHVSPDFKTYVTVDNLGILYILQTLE
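Material: biochemical Apaf-1 apoptosome reconstitution. Medium: Hepes buffer, pH 7.5. Also added: cytochrome c activation, bis-DEVD rhodamine 110 substrate. Timing: 30 min compound preincubation, 50 min activation, room temperature. Measured by: rhodamine 110 fluorescence at Ex 480/Em 540 nm.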
SENP8 block: inhibitors of human SENP8 protease; Q96LD8; purified SENP8, Z-RLRGG-aminoluciferin cleavage, luminescence; inhibition, % at 10 µM; hit rate 1.2% among 330,000; AID 2540
EBI2 antag: blocks human EBI2 receptor beta-arrestin signaling; EBI2 beta-arrestin recruitment, luminescence, 7a,25-OHC stimulated; inhibition, % at 5 µM; hit rate 0.81% among 360,000; AID 651636; in the data active = inhibition above about 38%;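 also: enzyme fragment complementation signal reports receptor beta-arrestin coupling in cells; 0% = agonist plus DMSO wells and 100% = wells without agonist; some results beyond the cut were filed as inactive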
CCR6 antagonist: antagonists of human CCR6 receptor; P51684; CHO-K1 CCR6 PathHunter beta-arrestin, luminescence, CCL20-stimulated; inhibition, % at 20 µM; hit rate 0.49% among 340,000; AID 493098;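 active = compounds whose inhibition of the agonist-driven luminescence signal at 20 µM reaches about 50%, limit read from the data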;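 also: cells stimulated with CCL20 at 14 nM final; plate controls were DMSO with CCL20 for no effect and DMSO without agonist for full effect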
697 NFkB inh: inhibitors of the PMA/ionomycin-induced NF-kB reporter in 697 B cells; AID 435022; inhibition, % at 4 µM; 697 B-cell NF-kB luciferase reporter, 16 h; hit rate 0.33% among 330,000; in the data active = inhibition above about 35%
Gli-Sufu antag: antagonists of Gli-Sufu signaling | Sufu-KO-LIGHT fibroblasts, Gli luciferase reporter luminescence | inhibition, % at 5 µM | hit rate 0.74% among 340,000;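 active = inhibition above about 55%, limit read from the data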;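 also: 0% = DMSO-treated cells and 100% = wells with medium but no cells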
Jurkat NFkB inh: inhibitors of the PMA/ionomycin-induced NF-kB reporter in Jurkat cells; PMA/ionomycin-induced NF-kB luciferase reporter, luminescence; inhibition, % at 4 µM; hit rate 0.53% among 330,000
An asterisk follows results filed as active; . = no result given. Rule as the data show it, unless noted: active = inhibition above about 50%; inactive = the rest. These rows are one share of the data (hit frequency here may not be typical).

SMILES | UBC13 polyUb | Apaf-1 inh | SENP8 block | EBI2 antag | CCR6 antagonist | 697 NFkB inh | Gli-Sufu antag | Jurkat NFkB inh
S=C(c1ccc(N2CCCC2)c(Br)c1)N1CCCCC1 | -2 | 8 | -1 | -4 | 18 | 10 | . | -1
Nc1nnc(-c2ccc(Cl)c(Cl)c2)s1 | -14 | 26 | -19 | 7 | -9 | -20 | -20 | -6
COc1cc(C(=O)Nc2nccs2)c(Br)c(OC)c1OC | -4 | 8 | 0 | -8 | 1 | -19 | 1 | -3
O=C(CNc1cccc(S(=O)(=O)N2CCCC2)c1)Nc1cccc(Br)c1 | 1 | 19 | -12 | 7 | 8 | -12 | 13 | 18
CSc1ncccc1C(=O)OCC(=O)c1ccc(C)s1 | 0 | 6 | -35 | 4 | 7 | -18 | -2 | -3
Cc1oc(-c2ccccc2)cc1C(=O)Nc1ccccc1 | 6 | 2 | 1 | 35 | -7 | -8 | 15 | -8
COc1ccc(-c2cc(-c3ccccc3)nc(Cl)n2)cc1OC | 23 | 19 | -11 | -3 | 3 | -65 | -9 | -12
COc1ccc(C(=O)NC2CC2)cc1OC1CCN(C/C=C/c2ccccc2)CC1 | 0 | 18 | 2 | 15 | 3 | -4 | 30 | 1
CCC(C)NC(=O)c1ccc(-n2c(=S)[nH]c3ccccc3c2=O)cc1 (stereo unspecified) | 25 | -3 | 10 | -8 | -6 | 41* | -1 | 14
COC(=O)C1=C(C)NC(C)=C(C(=O)OC)C1C(=O)OCC(=O)c1ccc(Br)cc1 | -5 | 5 | 6 | -4 | -4 | -2 | -1 | 11
O=C(COc1ccccc1)Nc1c2c(nn1-c1ccccc1)CS(=O)C2 (stereo unspecified) | -4 | 5 | 2 | -8 | -3 | 18 | -4 | -1
COc1ccc2c(c1OC)C(=O)N1C2SC[C@H]1C(=O)NC1CCCC1 (stereo partly specified) | 9 | -2 | -2 | 3 | 7 | -42 | -4 | 0
C=CCNC(=O)NS(=O)(=O)c1ccc(C)cc1 | -15 | 23 | -7 | -5 | 3 | -5 | 7 | -7
COc1ccc(Cl)cc1-c1nc(SCC(=O)NC(C)(C)C)n[nH]1 | -8 | -17 | -5 | 5 | 3 | -4 | -1 | 6
Cc1cc(-c2cc(C(=O)NCc3ccccc3)on2)nc(NCC2CC2)n1 | 13 | 5 | 3 | 2 | 7 | 14 | -12 | 21
OCCNCC12CC3CC(CC(C3)C1)C2 | 16 | -15 | 0 | -4 | -8 | 4 | 39 | 5
O=C(Cc1ccc2c(c1)OCCO2)N1CCN(S(=O)(=O)c2cccc(Cl)c2Cl)CC1 | 11 | 1 | 4 | -3 | -11 | -20 | -1 | 12
CC(CN1CCCCC1)NC(=O)c1cc(-c2ccccn2)nc2ccc(Cl)cc12 (stereo unspecified) | -10 | 6 | -10 | -8 | 8 | -3 | 2 | 8
COc1ccccc1N1CCN(C2CCCN(C(=O)C3=NN(C)C(=O)CC3)C2)CC1 (stereo unspecified) | 0 | -9 | 7 | -14 | -11 | -26 | 12 | 10
COc1ccc2[nH]cc(S(=O)(=O)c3ccc(C)cc3)c2c1 | 7 | 0 | 0 | -17 | 6 | 3 | -1 | -3
CC(=O)OC1=C(C#N)Cn2ccc3cccc1c32 | -8 | 7 | -15 | . | . | 4 | . | 0
Cc1ccccc1-c1nsc(SCC(=O)Nc2ccc3c(c2)OCO3)n1 | 4 | 2 | -2 | -10 | 11 | -3 | -2 | 9
COc1ccc(/C=N/c2c(-c3ccc(OC)cc3)nc3n2CCS3)cc1 | -2 | 16 | -7 | -10 | 32 | 1 | 1 | 0
Cc1ccc(C(=O)NCC(=O)OC2CCCCC2=O)cc1C (stereo unspecified) | -18 | 13 | -6 | -3 | 7 | -45 | 6 | -38
CCc1cc(=O)oc2c(C)c(OCC(=O)N3CC[C@@]4(O)CCCC[C@H]4C3)ccc12 | 2 | -1 | -10 | 4 | 2 | -2 | -2 | -11

The list goes on, starting with the last 2 of the part before.
SMILES | UBC13 polyUb | Apaf-1 inh | SENP8 block | EBI2 antag | CCR6 antagonist | 697 NFkB inh | Gli-Sufu antag | Jurkat NFkB inh
Cc1ccc(C(=O)NCC(=O)OC2CCCCC2=O)cc1C (stereo unspecified) | -18 | 13 | -6 | -3 | 7 | -45 | 6 | -38
CCc1cc(=O)oc2c(C)c(OCC(=O)N3CC[C@@]4(O)CCCC[C@H]4C3)ccc12 | 2 | -1 | -10 | 4 | 2 | -2 | -2 | -11
O=[N+]([O-])c1ccc(N2CCN(c3ccc([N+](=O)[O-])cc3CO)CC2)c(CO)c1 | -8 | 7 | -2 | 3 | 22 | -43 | 5 | 37
COc1ccccc1NC(=O)CSCc1cc(=O)n2c(C)csc2n1 | 0 | 5 | -3 | 1 | 17 | -1 | -6 | 0
O=C(CSc1nnc(-c2cccc(F)c2)o1)N1CCOCC1 | 0 | 1 | 4 | -3 | 6 | -26 | -37 | 0
Cc1ccc(NS(=O)(=O)c2cccc(C(=O)O)c2)c(C)c1 | -11 | -7 | 0 | -8 | -15 | -41 | -3 | -7
C=CCNC(=O)CN1CCC(n2c(C)nc3cc(C(F)(F)F)ccc32)CC1 | 1 | 7 | 1 | -6 | -11 | -2 | 9 | 1
CN(C)/C=N/c1cc(=O)n(C)c(=O)n1Cc1ccccc1 | -8 | 10 | 5 | -9 | -2 | 9 | -2 | 12
Cc1ccc(CNc2nc(Cl)c(C#N)s2)cc1 | 14 | 1 | -9 | 1 | 24 | -21 | -56 | -17
COc1ccc(NS(=O)(=O)c2ccc3c(c2)NC(=O)CCS3)cc1Cl | -5 | 5 | 1 | -2 | -4 | -21 | 14 | 5
CN(C)S(=O)(=O)c1ccc(C(=O)NC(=O)CSc2nnnn2C)cc1 | 1 | -2 | 2 | 4 | 9 | 19 | 10 | 9
Cc1cccc2cc(CN(CCN(C)C)C(=S)NCc3ccco3)c(=O)[nH]c12 | 8 | 0 | -1 | -7 | -11 | -9 | 5 | -2
CCOC(=O)c1ccc(NC(=O)COc2cc3oc(=O)c(CC(C)O)c(C)c3cc2Cl)cc1 (stereo unspecified) | 10 | -12 | -3 | -3 | 11 | 8 | 4 | 13
Cc1cccc(N(CC(=O)N2CCCC2)S(=O)(=O)c2ccccc2)c1C | -5 | -3 | -13 | -12 | 14 | -1 | 3 | -1
CS(=O)(=O)N(CC(=O)N1CCN(Cc2ccccc2)CC1)c1ccccc1F | -8 | -1 | -11 | 1 | 3 | -3 | 18 | -14
CCCc1ccc(C(=O)NC(=O)c2ccccc2O)cc1 | 8 | -25 | 62* | -10 | 8 | 4 | -21 | -18
CCOC(=O)C(C)On1c(-c2ccccc2)nc2ccc([N+](=O)[O-])cc21 (stereo unspecified) | 2 | 7 | 71* | -2 | 12 | -111 | 4 | -91
CC(=O)NNC(=O)CC(=O)Nc1nc(C23CC4CC(CC(C4)C2)C3)cs1 | -16 | 14 | -6 | -1 | 22 | -14 | -1 | 0
COc1ccc2oc(CS(=O)c3ccccc3)c(C(=O)O)c2c1 (stereo unspecified) | -4 | -1 | 4 | 4 | 7 | -53 | . | 2
O=C(/C=C/c1ccco1)NC1CCCC1 | -13 | 1 | -4 | -5 | 1 | 12 | -10 | -2
CC[N+]1(CC)CC2CCC(C)(C1)C2(C)C (stereo unspecified) | 5 | -5 | -1 | -5 | 1 | -2 | 2 | 9
CCOc1ccc(N2C(=O)CC(S/C(N)=N/N=C/c3cccs3)C2=O)cc1 (stereo unspecified) | -11 | -10 | -2 | -7 | 4 | -6 | 0 | 23
CC(=O)NC(CCCN1C(=O)c2ccccc2C1=O)c1nnn(C)n1 (stereo unspecified) | 7 | -2 | 2 | -6 | -4 | 19 | -3 | -5
Cc1noc(C)c1S(=O)(=O)N(C)C[C@H]1Oc2c(NC(=O)C3CCCCC3)cccc2C(=O)N([C@H](C)CO)C[C@@H]1C | 15 | 0 | -1 | -4 | -8 | 12 | 0 | -10
NC(=S)N/N=C/c1cc([N+](=O)[O-])ccc1Cl | -5 | 0 | -1 | 0 | -8 | 0 | 10 | 9
COc1ccc(NC(=O)Nc2cccc3c2O[C@H](CN(C)S(=O)(=O)c2ccc(OC)cc2)[C@@H](C)CN([C@H](C)CO)C3=O)cc1 | 12 | 15 | -5 | 4 | -8 | 13 | -5 | -6
Cc1cccc(NCCC#N)c1 | -5 | 1 | -6 | -8 | -1 | -23 | -10 | -2
More entries
SMILES | UBC13 polyUb | Apaf-1 inh | SENP8 block | EBI2 antag | CCR6 antagonist | 697 NFkB inh | Gli-Sufu antag | Jurkat NFkB inh
CCCCn1c(=O)[nH]c(=O)c2c(C(=O)OCC)cc(-c3ccc(OC(F)F)cc3)nc21 | 8 | 0 | 6 | 2 | 5 | 3 | 13 | -17
CCOC(=O)C1C(=O)OC2(CCCCC2)C1C(=O)OCC (stereo unspecified) | 2 | 3 | -8 | 0 | 5 | 10 | 2 | -2
Cc1ccn2c(=O)c(NC(=O)COc3ccccc3)c(C)nc2c1 | -2 | 1 | -8 | 2 | 3 | 10 | -11 | -2
Cc1ccc(C(=O)OCC(=O)Nc2c(C)n(C)n(-c3ccccc3)c2=O)cc1[N+](=O)[O-] | -2 | 0 | -1 | -5 | 10 | 6 | -2 | 5
CC(C)C(NC(=O)c1ccc(F)cc1)C(=O)OCC(=O)N1CC(=O)Nc2ccccc21 (stereo unspecified) | 6 | -8 | 5 | -2 | 1 | -2 | -7 | 0
CC(=NNC(=O)Cn1ccc(C(F)(F)F)n1)c1ccc(-n2ccnc2)cc1 | 2 | 9 | 1 | 9 | 0 | -27 | 6 | -18
Cc1ccc(S(=O)(=O)N2CCN(Cc3cc(C(C)C)ccc3O)CC2)cc1 | 0 | 28 | 3 | 0 | 15 | -2 | 15 | 12
NS(=O)(=O)c1ccc(NNC(=O)c2cccs2)cc1 | -5 | -18 | -9 | 5 | 5 | 21 | -16 | -9
CNc1nc2ccccc2n1CC(=O)c1ccccc1 | 3 | -14 | -1 | -4 | 14 | -61 | 3 | -60
CN(C(=S)Nc1ccccc1)c1ccccc1 | -4 | 2 | -4 | -4 | 10 | 9 | 8 | -2
Cc1ccc(NC(=O)CCCc2c[nH]c3ccccc23)nc1 | 6 | 12 | 0 | 2 | 4 | 9 | -1 | 12

Filtered by structure, the compounds so far with two or more sulfur atoms
SMILES | UBC13 polyUb | Apaf-1 inh | SENP8 block | EBI2 antag | CCR6 antagonist | 697 NFkB inh | Gli-Sufu antag | Jurkat NFkB inh
CSc1ncccc1C(=O)OCC(=O)c1ccc(C)s1 | 0 | 6 | -35 | 4 | 7 | -18 | -2 | -3
Cc1ccccc1-c1nsc(SCC(=O)Nc2ccc3c(c2)OCO3)n1 | 4 | 2 | -2 | -10 | 11 | -3 | -2 | 9
COc1ccccc1NC(=O)CSCc1cc(=O)n2c(C)csc2n1 | 0 | 5 | -3 | 1 | 17 | -1 | -6 | 0
COc1ccc(NS(=O)(=O)c2ccc3c(c2)NC(=O)CCS3)cc1Cl | -5 | 5 | 1 | -2 | -4 | -21 | 14 | 5
CN(C)S(=O)(=O)c1ccc(C(=O)NC(=O)CSc2nnnn2C)cc1 | 1 | -2 | 2 | 4 | 9 | 19 | 10 | 9
CCOc1ccc(N2C(=O)CC(S/C(N)=N/N=C/c3cccs3)C2=O)cc1 (stereo unspecified) | -11 | -10 | -2 | -7 | 4 | -6 | 0 | 23
NS(=O)(=O)c1ccc(NNC(=O)c2cccs2)cc1 | -5 | -18 | -9 | 5 | 5 | 21 | -16 | -9
